PriA SSB inh: blocks PriA binding to SSB C-terminal tail; AlphaScreen SSBct-PriA binding, biotinylated peptide; inhibition, % at 33 µM; actives 0.6% (n = 430,000); AID 1272365; in the data active = inhibition mostly above about 37%, no sharp cut-off; inactive = mostly below about 20%;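 note: plate controls were negative control peptide for no effect and reference peptide for full effect; strong numbers were not always called active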
An asterisk follows results filed as active; & = joins results of further samples. Only part of the results is shown (hit frequency here may not be typical).

SMILES | PriA SSB inh
CNC(=O)c1c(NC(=O)c2ccc(C(=O)c3ccccc3)cc2)sc2c1CCCCC2 | -7.0
COc1ccc(C=NN2CCN(c3ccc(Cl)cc3)CC2)cc1O | 9.8
Cc1c(Cl)cccc1S(=O)(=O)NCc1ccc(C(=O)c2cccs2)s1 | -13.0
COC(=O)c1sccc1NC(=O)CSc1nccn2nc(-c3ccc(Cl)cc3)cc12 | -17.0&-7.0
COc1cncc(OC2CCCN(C(=O)Cc3ccc4c(c3)OCO4)C2)n1 (stereo not given) | 14.0
Cn1nc(CNC(=O)CSC2CCCC2)c2ccccc2c1=O | -18.0
CSc1ccc(-c2noc(CSc3nc4ccccc4c(=O)n3C(C)C)n2)cc1 | -13.0
CCOc1ccc(N2CC(CNS(=O)(=O)N(C)C)CC2=O)cc1 (stereo not given) | -2.0
O=C(NCCCn1cccn1)c1nnn(Cc2ccccc2)c1-c1ccncc1 | -15.0
Cc1nc(N2CCCC2)nc(C)c1NC(=O)Cc1ccc(F)cc1 | 0.0
O=C(Nc1ccc(Br)cc1F)NC1CC(=O)N(c2ccc(Cl)cc2)C1 (stereo not given) | -22.0
CSCC[C@](C)(O)CNC(=O)COc1ccc(C(C)(C)C)cc1 | -4.0
CCCCOc1ccc(C(=O)Nc2nnc(SCC(=O)OCC)s2)cc1 | 0.0
O=C(NCC1CCCO1)C(=O)NN=Cc1cccc(Cl)c1 (stereo not given) | 3.9
O=C(Nc1nnc(-c2ccc3c(c2)CCCC3)o1)c1cc(Cl)sc1Cl | -10.0
O=C(Cn1nc(-c2cccs2)c2sc(N3CCOCC3)nc2c1=O)Nc1ccc(F)cc1 | 5.0
O=C(Nc1nc2ccc(F)cc2s1)c1c[nH]c2ccccc2c1=O | -18.0&-2.0
CS(=O)(=O)Nc1cccc(NC(=O)C2CN(C(=O)COc3ccccc3F)C2)c1 | -11.0
Cc1ccc(OCC(=O)NN=Cc2ccc(C)o2)c(C)c1 | 1.2
COc1ccc(-c2c(C)oc3cc(OCCN4CCN(CCO)CC4)ccc3c2=O)cc1OC | -11.0
c1ccc(-c2nc(-c3ccccn3)cs2)cc1 | 6.5
CC(CCc1ccc2c(c1)OCO2)=NN=C(N)SC1CC(=O)N(c2ccc(Cl)cc2)C1=O (stereo not given) | 22.9
CCCCC(=O)N[C@H]1CC(=O)N(c2ccc(C)cc2)C1 | -3.0
CCOc1ccccc1NC(=O)Nc1nc2c(s1)CN(S(=O)(=O)CC)CC2 | -9.0
CN1C(=O)c2ccc(-c3ccccc3)nc2NC1C(=O)N1CCCCC1 (stereo not given) | 5.0

(cont.)
SMILES | PriA SSB inh
O=C(NCc1nn(C2CCCC2)c(=O)c2ccccc12)c1ccc(OC(F)(F)F)cc1 | -28.0
Cc1cc(=S)n2cc(Br)ccc2n1 | -2.0
COCC(=O)NCC1CCC(c2nc3ccccc3[nH]2)CC1 (stereo not given) | -7.0
O=C(NCCc1ccc(N2CCCC2)cc1)c1ccco1 | -19.0
Cc1nn(-c2ccc(Nc3ccc(NC(=O)c4cccc(F)c4)cc3)nn2)c(C)c1C | 0.0
NC(=NNS(=O)(=O)c1cc(C(F)(F)F)cc(C(F)(F)F)c1)c1ccccn1 | -1.9
Cc1ccsc1C=NNC(=S)NCCc1ccccc1 | 5.3
CN1C(=O)c2cccc(NC(=O)c3ccno3)c2C1=O | 10.0
NC(=S)NN=Cc1cn(CCC(=O)O)nc1-c1cccc(Br)c1 | 1.6
Cc1ccc(-n2nnc3c(SCC(=O)N4CCCc5ccccc54)ncnc32)cc1 | 9.0
COC(=O)c1ccc2c(=O)n(CCC(=O)NCCN3CCN(c4ccccc4)CC3)c(=S)[nH]c2c1 | -4.0
CC1CCN(C(=O)C2=NNc3ccccc3S2(=O)=O)CC1 | -12.0
CCOC(=O)C=c1sc2n(c1=O)CCN=2 | -7.8
O=C(CSc1ncnc2sc3c(c12)CCCCC3)NCc1ccc2c(c1)OCO2 | -7.0
Cc1noc(-c2sccc2NC(=O)C2c3ccccc3Oc3ccccc32)n1 | -10.0
C=CCc1ccccc1OCC(O)CNCCO (stereo not given) | 11.0&-16.0
CC(C)(C)OC(=O)NC1CCC(=O)CC1 | 6.0
COc1ccc(NC(=O)C2C(=O)CN(c3ccccc3)C2=O)cc1 (stereo not given) | -6.0
COc1cccc(-c2noc(CSc3nc(-c4ccccc4)cc(=O)[nH]3)n2)c1OC | -2.0&7.0
CCCC(=O)Nc1cc(-c2cn3nc(OC)ccc3n2)ccc1Cl | -16.0
COc1ccccc1Cn1cnc2c3ccccc3n(Cc3cccc(C(F)(F)F)c3)c2c1=O | -10.0
O=C(CSc1ncnc2sc3c(c12)CCC3)c1ccc2c(c1)OCO2 | 1.0
COc1ccc(-c2nc(NC(=O)Cc3ccc(F)cc3)sc2C)cc1 | 0.0
CC(=NNC(=O)c1ccc(NS(=O)(=O)c2cccs2)cc1)c1ccc(O)cc1O | 1.8
Cc1ccc(-c2cc3c(SCc4ccccc4Cl)nccn3n2)cc1C | -10.0

Next section
SMILES | PriA SSB inh
CC(=NNC(=O)C1CC1)c1ccc(Cl)c(Cl)c1 | -7.6
Cc1ccc2[nH]c3c(=O)n(CC(=O)NC4CC4)cnc3c2c1 | -3.0
CCc1ccc(Cc2cnc(NC(=O)c3ccc4snnc4c3)s2)cc1 | 0.0
CCc1ccccc1NC(=O)Cn1cccc(-c2nc(-c3ccc(C)cc3)no2)c1=O | -7.0
COc1cccc(C(=O)N2CC(Oc3cccnc3)C2)c1 | -4.0
COc1ccc(C(=O)N(C)C[C@H]2Cc3ccccc3CO2)cc1F | -6.0
C=CCn1c(SC/C=C/c2ccccc2)nc2c([nH]c3ccccc32)c1=O | -3.0
O=C(NCCn1ncc2c(=O)n(Cc3cccc([N+](=O)[O-])c3)cnc21)c1cccs1 | -2.0
CC1=C(C)C(=NOS(=O)(=O)c2ccc(C)cc2)C=CC1=O | -12.9
O=C(O)C1CCCCN1S(=O)(=O)c1ccc(Cl)cc1 (stereo not given) | -14.0
O=c1[nH]c2cc(S(=O)(=O)NCCn3ccn4nccc34)ccc2o1 | 0.0
Cn1cc(C(O)CNC(=O)c2ccc3ncsc3c2)c2ccccc21 (stereo not given) | -51.0
Cn1c(NC(=O)c2ccc([N+](=O)[O-])cc2)c(-c2cccs2)c(=O)c2ccccc21 | 8.0
Nc1nc(CN2CCCC2)cs1 | 1.0
COc1cccc2sc(N3CC(OC(=O)c4ccc(S(=O)(=O)N5CCCC5)cc4)C3)nc12 | -19.0
Cc1ccc(S(=O)(=O)Nc2ccccc2C(=O)Nc2cccc3c2C(=O)N(C)C3=O)cc1 | 2.0
CCOC(=O)c1cc(CC)sc1N=CC1=C(O)CC(C)(C)CC1=O | 5.7
CN(C)c1ccc(CCNC(=O)c2cccc(Cl)c2)cc1 | 8.0
Cc1cccnc1NC(=O)[C@H]1CCCN(c2ccc(-n3ccnc3)nn2)C1 | -10.0
COC(CNS(=O)(=O)Cc1ccccc1Cl)c1ccsc1 (stereo not given) | -13.0
CN(C)CCCN(C(=O)Cc1ccc(F)cc1)c1nc2ccc(Cl)cc2s1 | -3.0
Cc1noc(C2CN(C(=O)Nc3ccccc3F)C2)n1 | -7.0
Cc1cc(N2C(=O)C(=O)C(=C(O)c3ccc(F)cc3)C2c2cccc(Br)c2)no1 (stereo not given) | -13.5
CC(=O)c1ccc(NC(=O)CSc2ncc(-c3cccc(Br)c3)o2)cc1 | -22.0
CCOC(=O)CCNC(=O)c1cc2c(=O)[nH]c(C)cn2n1 | -15.0

Carrying on.
SMILES | PriA SSB inh
O=C(NC1CC(=O)N(C2CC2)C1)c1cnccn1 (stereo not given) | -2.0
CCOC(=O)N1CCN(S(=O)(=O)c2ccc(C(=O)Nc3nc4c(OC)ccc(C)c4s3)cc2)CC1 | -27.0
Cc1cc(C)nc(SCc2c(C(=O)N3CCOCC3)nnn2-c2ccccc2)n1 | -13.0
COc1ccccc1-n1ccnc1SCC(=O)NCCc1ccccc1 | 4.0
CCc1ccccc1NC(=O)N1CCN(c2cc(-n3cccc3)nc(C)n2)CC1 | -6.0
COc1cccc(C(=O)NCC(c2ccc3c(c2)CCCN3C)N2CCCCC2)c1OC (stereo not given) | -24.0
Clc1ccc2nc(SCCOc3ccccc3)[nH]c2c1 | 4.0
O=C(NCCn1nc(-c2ccccn2)c2c1CCCC2)c1ccccc1C(F)(F)F | -19.0
CCCN(CCC)C(=O)N1c2ccccc2Sc2ccccc21 | -22.0&-13.0
O=C(CC1CCCCN1S(=O)(=O)c1ccccc1)NCCc1ccc(Cl)cc1 (stereo not given) | 21.0
O=C(Cc1ccc(F)cc1)Nc1ccc(-c2nc3ccccc3s2)cc1 | -6.0&-3.0
Cc1cc(C)cc(OCC(=O)NN=Cc2ccc([N+](=O)[O-])o2)c1 | 0.9
Cc1onc(-c2ccccc2Cl)c1C(=O)Nc1nnc(C2CC(=O)N(c3ccccc3)C2)o1 (stereo not given) | -10.0
O=C(Nc1nc2c(F)cc(F)cc2s1)c1ccc(N2C(=O)CCC2=O)cc1 | 4.0
Cc1c(Cl)cccc1S(=O)(=O)NC[C@H](O)c1cccc2ccccc12 | 2.0
CCOC(=O)c1cnn(CCO)c1N | -5.0&-2.0
CCOC(=O)Nc1nc(CC(=O)N2CCN(c3ccc(C(C)=O)cc3)CC2)cs1 | -13.0&-12.0
COc1ccc(C=NNC(=O)c2ccc(NC(=O)c3cccc([N+](=O)[O-])c3)cc2)c(OC)c1 | 5.2
CC(=O)N(CCCN(C)C)c1nc2c(Cl)cccc2s1 | -13.0
CCOC(=O)C1(CC(C)=NNC(N)=O)CC(C)OC1=O (stereo not given) | 2.4
O=C(NCCc1ccsc1)C(=O)Nc1ccccc1Cl | -8.0
CC(C)S(=O)(=O)c1cccc(-c2nnc(NC(=O)c3ccccc3S(C)(=O)=O)o2)c1 | -17.0
CCOC(=O)c1c(NC(=O)CN2C(=O)c3ccccc3C2=O)sc(C)c1C | -2.0
COc1cn(CC(=O)NCc2ccco2)c(CN2CCN(c3ccccc3)CC2)cc1=O | -19.0
COc1cc(C=NNC(=O)c2cc(-c3cccc(Br)c3)nc3ccccc23)cc(OC)c1O | -13.7

Reprinted from the part before: 6 compounds; new compounds follow.
SMILES | PriA SSB inh
CCOC(=O)C1(CC(C)=NNC(N)=O)CC(C)OC1=O (stereo not given) | 2.4
O=C(NCCc1ccsc1)C(=O)Nc1ccccc1Cl | -8.0
CC(C)S(=O)(=O)c1cccc(-c2nnc(NC(=O)c3ccccc3S(C)(=O)=O)o2)c1 | -17.0
CCOC(=O)c1c(NC(=O)CN2C(=O)c3ccccc3C2=O)sc(C)c1C | -2.0
COc1cn(CC(=O)NCc2ccco2)c(CN2CCN(c3ccccc3)CC2)cc1=O | -19.0
COc1cc(C=NNC(=O)c2cc(-c3cccc(Br)c3)nc3ccccc23)cc(OC)c1O | -13.7
Cn1nnc2c(=O)n(CC(=O)NC3CCCCC3)cnc21 | -3.0
COc1ccc(S(=O)(=O)NCCCn2nc(-c3ccc(F)cc3)ccc2=O)cc1OC | -7.0
CCC(C)=NNc1ccc(S(=O)(=O)N2CCCC2)cc1[N+](=O)[O-] | 22.7
CCCN1C(=O)C(C)(C)COc2ccc(NS(=O)(=O)c3ccc(Br)cc3)cc21 | 6.0
CN(C)S(=O)(=O)NCc1ccnc(-c2ccsc2)c1 | 0.0
CCCC12CN3CCN(CC(C3)C1=NNC(=O)c1ccncc1)C2 | -5.2
COc1ncccc1C(=O)N1CCCC(Oc2nccnc2N(C)C)C1 (stereo not given) | -24.0
O=C(c1ccc(F)cc1Cl)N1CCC(S(=O)(=O)c2ccc(F)cc2)CC1 | -18.0
O=C(NN=Cc1cn[nH]c1-c1ccccc1)c1cccnc1 | -16.6
CC(=O)c1ccc(NC(=O)c2ccc(S(=O)(=O)N(Cc3ccccc3)C(C)C)cc2)cc1 | -13.0
COc1cc(OC)c(NC(=O)Cn2ccn3nc(-c4cccs4)cc3c2=O)cc1Cl | -9.0
O=C(/C=C\c1ccccc1)NCCn1ncc2c(=O)n(Cc3cccc(F)c3)cnc21 | 3.0
COc1ccc(NC(=O)Cn2cnc3c(sc4ccccc43)c2=O)cc1 | -6.0
Cc1c(C(=O)O)cnc(N(C)C)c1Br | -4.0
CCOC(=O)Cc1csc(NC(=O)CSc2nc(N)c3c4c(sc3n2)CCCC4)n1 | -21.0&1.0
COc1ccc(S(=O)(=O)Nc2nc(CCC(=O)N3CCN(c4ccccn4)CC3)cs2)cc1 | 3.0
CCOC(=O)C(N=Nc1c(Br)cc(Br)cc1Br)=C(C)O | -14.5
Cc1cc(C)cc(-n2nc3c(c2NC(=O)c2c(F)cccc2F)CSC3)c1 | 6.0
O=c1[nH]c(=O)n(Cc2ccco2)c(O)c1C=NN1CCCCC1 | -1.4
S=c1[nH]c(-c2ccccc2)cn1N=Cc1cccnc1 | -10.1
CSc1ccc(C(O)CNC(=O)c2ccno2)cc1 (stereo not given) | -22.0
CCOc1ccc(OCC(=O)N2CCN(c3nccn3-c3ccccc3F)CC2)cc1 | 22.0
O=C(NN=Cc1ccc(Br)s1)Nc1ccccc1 | 0.5

A different layout for some results above:
S=c1[nH]c(-c2ccccc2)cn1N=Cc1cccnc1
- PriA SSB inh: -10.1

CSc1ccc(C(O)CNC(=O)c2ccno2)cc1 (stereo not given)
- PriA SSB inh: -22.0

CCOc1ccc(OCC(=O)N2CCN(c3nccn3-c3ccccc3F)CC2)cc1
- PriA SSB inh: 22.0

O=C(NN=Cc1ccc(Br)s1)Nc1ccccc1
- PriA SSB inh: 0.5

A second format for some results above.
smiles	PriA SSB inh
CCCN1C(=O)C(C)(C)COc2ccc(NS(=O)(=O)c3ccc(Br)cc3)cc21	6.0
CN(C)S(=O)(=O)NCc1ccnc(-c2ccsc2)c1	0.0
CCCC12CN3CCN(CC(C3)C1=NNC(=O)c1ccncc1)C2	-5.2
COc1ncccc1C(=O)N1CCCC(Oc2nccnc2N(C)C)C1 (stereo not given)	-24.0
O=C(c1ccc(F)cc1Cl)N1CCC(S(=O)(=O)c2ccc(F)cc2)CC1	-18.0
O=C(NN=Cc1cn[nH]c1-c1ccccc1)c1cccnc1	-16.6
CC(=O)c1ccc(NC(=O)c2ccc(S(=O)(=O)N(Cc3ccccc3)C(C)C)cc2)cc1	-13.0

Source: PubChem (Small Molecule Screening Facility, UW Madison)
